Bioassay records from PubChem BioAssay.
NPYLR7 ag – mosquito NPYLR7 agonism. HEK293T NPYLR7/Galpha15, GCaMP6s calcium fluorescence. activation, % at 10 µM. 270,000 compounds, 0.15% hits; in the data active means activation above about 40%;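 further: 0% = vehicle and 100% = reference agonist at the receptor; some compounds past the cut are filed as inactive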
hcGAS lum – inhibitors of human cGAS; Q8N884; recombinant h-cGAS, ATP depletion, Kinase-Glo luminescence; inhibition, % at 12.5 µM; 290,000 compounds, 0.081% hits; AID 1259398;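 further: 0% = vehicle reaction and 100% = reaction without DNA for no activity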
Target sequence (Q8N884 whole entry, looked up): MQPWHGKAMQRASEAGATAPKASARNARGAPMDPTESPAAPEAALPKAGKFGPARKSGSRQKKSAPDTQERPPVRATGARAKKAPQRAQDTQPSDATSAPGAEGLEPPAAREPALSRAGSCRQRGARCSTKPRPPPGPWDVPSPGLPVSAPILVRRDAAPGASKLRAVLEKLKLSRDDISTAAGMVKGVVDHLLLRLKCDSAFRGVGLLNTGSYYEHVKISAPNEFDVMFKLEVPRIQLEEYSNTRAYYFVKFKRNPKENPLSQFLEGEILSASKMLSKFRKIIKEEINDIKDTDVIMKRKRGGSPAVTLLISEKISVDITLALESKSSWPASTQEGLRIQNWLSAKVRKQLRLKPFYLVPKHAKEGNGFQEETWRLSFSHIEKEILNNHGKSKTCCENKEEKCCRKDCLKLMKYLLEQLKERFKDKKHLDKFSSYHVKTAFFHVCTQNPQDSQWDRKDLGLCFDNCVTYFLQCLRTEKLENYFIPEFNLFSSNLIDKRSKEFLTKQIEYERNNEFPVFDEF
mcGAS lum – inhibitors of mouse cGAS | Q8C6L5 | recombinant cGAS, Kinase-Glo ATP depletion luminescence | inhibition, % at 12.5 µM | 160,000 compounds, 0.15% hits;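 further: 0% = negative control wells and 100% = reference inhibitor with no enzyme activity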
Numbers without * were called inactive; · = not tested or not shown. Unless noted, no stated cut-off is given here; in the data, active means inhibition above about 40%; inactive means the rest.

SMILES | NPYLR7 ag | hcGAS lum | mcGAS lum
O/N=C1\C(=C/c2ccco2)N2CCC1CC2 | -3 | -3 | ·
Cc1cccc(-c2ncc(C3CC(=O)Nc4c3c(C)nn4C(C)C)cn2)c1 (centres undefined) | 5 | -3 | -10
CS(=O)(=O)NC1CCCN(C(=O)/C=C/c2cccc(C#N)c2)C1 (centres undefined) | 13 | -1 | ·
Cc1ccc(Sc2ncccc2C(=O)N2CCCCC2C(N)=O)cc1 (centres undefined) | 9 | -13 | -10
c1cc(-c2nccc3occc23)c2cc[nH]c2c1 | 9 | -6 | -6
O=C1c2ccccc2-c2ncnc3c(Br)cc(Br)c1c23 | -14 | -1 | ·
Cn1cc(C(CC(=O)N2CCN(c3ccc([N+](=O)[O-])cc3)CC2)c2cccc(C(F)(F)F)c2)c2ccccc21 (centres undefined) | · | 1 | -3
O=C(O)c1ccc(N2CC(c3ccncc3)C2)nc1 | 5 | -5 | -10
Cc1ccc(-n2[nH]c(-c3ccccc3)c(-c3ccc(N)cc3)c2=O)c(C)c1 | 3 | -4 | ·
COc1cc(C(=O)N2CCCC(c3n[nH]c(=O)n3-c3ccccc3)C2)ccn1 (centres undefined) | 4 | -1 | ·

Following part
SMILES | NPYLR7 ag | hcGAS lum | mcGAS lum
CCOC(=O)N1CCN(CC(=O)N2N=C(c3ccccc3OC)CC2c2ccc(OC)cc2)CC1 (centres undefined) | 1 | 2 | -3
CCOC(=O)Cn1c(=O)c2c(nc3n(CC4CCCO4)c(C)c(C)n23)n(C)c1=O (centres undefined) | 1 | -6 | ·
O=C(c1cncc(N2C[C@H]3CC=CC[C@H]3C2)n1)N1CCOCC1 | 29 | 1 | -18
Cc1cccc(N2C(=O)N(c3ccc(Cl)c(Cl)c3)C3CS(=O)(=O)CC32)c1 (centres undefined) | 1 | -5 | ·
COc1ccccc1-n1c(CNC(=O)c2ccco2)nnc1SCC(=O)Nc1nnc(C)s1 | 5 | -9 | -1
O=C(CSc1nc(=O)n(CC2CCCO2)c2c1CCC2)N1CCc2ccccc21 (centres undefined) | -5 | -3 | 2
COc1cccc(-n2nc(C(=O)NCc3ccccc3)c(=O)n(Cc3ccccc3)c2=O)c1 | 13 | -4 | -5
CC(C)CCNc1nc(Nc2cccc(F)c2)c2cnn(-c3ccccc3)c2n1 | 1 | -10 | -8
COCC(=O)NC1CCN(c2ccccc2C(=O)NCCc2cccs2)CC1 | -12 | 1 | 0
O=C(CN1CSCC1=O)NCc1ccccc1-c1ccc(CN2CCCC2)cc1 | -1 | -3 | ·

(more compounds)
SMILES | NPYLR7 ag | hcGAS lum | mcGAS lum
O=C(Nc1ccccc1)O[C@@H]1CO[C@H]2[C@@H]1OC[C@@H]2NC(=O)c1cccs1 | -6 | -3 | -7
COC(=O)c1cccc(NC(=O)Cn2nc3c(Sc4ccc(C)cc4C)nccn3c2=O)c1 | -5 | -3 | -5
COc1cc(OC)cc(C(=O)Nc2cccc(C3SCC(=O)N3c3ccc(C)cc3C)c2)c1 (centres undefined) | -2 | -8 | -4
COc1ccc([C@H]2[C@@H](C(=O)N3CCCC3c3ccncc3)c3ccccc3C(=O)N2Cc2ccccc2)cc1 (some centres undefined) | -9 | -10 | -4
CC(=O)NCCCNS(=O)(=O)c1ccc(C)c(F)c1 | -4 | -4 | ·
O=C(C1C[C@H]1c1ccccc1)N1CCN(c2nccc(-c3ccco3)n2)CC1 (some centres undefined) | 24 | -3 | -6
CN(C)S(=O)(=O)c1cc(C(=O)Nc2nccs2)ccc1Cl | -2 | 6 | ·
CC(C)(C)NC(=O)c1ccccc1NC(=O)CN1C(=O)c2ccccc2C1=O | 7 | -11 | -8
Cc1nnc(SCC(=O)NC(=O)Nc2ccccc2)n1C1CCCCC1 | -4 | -5 | ·
O=C(O)C1CCC[C@@H]2[C@@H]3CC(CN12)[C@@H]1CCCCN1C3 (some centres undefined) | 1 | -5 | -4

Remaining list, next part.
SMILES | NPYLR7 ag | hcGAS lum | mcGAS lum
Cc1ccc(NC(=O)CCC2CCCO2)cc1Cl (centres undefined) | 7 | -9 | ·
O=C(c1ccco1)N1CCCC(OCC2CC2)C1 (centres undefined) | -3 | -5 | -6
CCCCC(O)CN(Cc1c(C)nn(-c2ccccc2)c1Oc1cccc(OC)c1)C1CC1 (centres undefined) | 2 | -1 | -2
Fc1ccc(CN(CCc2ccccn2)C/C(Cl)=C/Cl)cc1 | 0 | -7 | ·
CSc1cccc(NC(=O)c2cc([N+](=O)[O-])cc([N+](=O)[O-])c2)c1 | -2 | 3 | -2
CCNC(=O)CN(CC)C(=O)c1ccsc1 | 14 | -11 | ·
CC(C)CN1CCC(C(=O)NC(c2ccc(F)cc2)c2ccc3ccccc3n2)CC1 (centres undefined) | 4 | -4 | -3
O=[N+]([O-])c1cc(S(=O)(=O)C(F)(F)F)ccc1Oc1ccc(F)cc1 | 9 | -4 | ·
O=C(c1cccc(-c2ncc[nH]2)c1)N1CCCC(CCc2c(F)cccc2F)C1 (centres undefined) | 8 | -5 | ·
O=C(CNC(=O)C12CC3CC(CC(C3)C1)C2)NNC(=O)c1cccs1 | -13 | -5 | -5

Following part:
SMILES | NPYLR7 ag | hcGAS lum | mcGAS lum
Cn1ccc(P(=Nc2ccc([N+](=O)[O-])cc2)(N2CCOCC2)N2CCOCC2)c1 | -1 | -14 | ·
CCc1[nH]c2c(CNC(=O)c3cc(-c4ccccc4O)n[nH]3)cc(F)cc2c1C | 2 | -4 | -20
CN=C(NC)NCC1CCN(c2cccc(Br)c2)C1 (centres undefined) | 1 | 0 | ·
Cc1ccc(S(=O)(=O)Nc2nc(-c3ccc(F)c(F)c3)cs2)cc1 | -3 | 7 | ·
O=C(O)C1(O)CCN(c2cc(C(F)(F)F)ccn2)CC1 | 0 | -4 | ·
O=C(NCc1ccc2c(c1)OCO2)c1cccnc1N1CCN(C(=O)NCCc2ccccc2F)CC1 | 9 | -8 | -7
O=C(C1CC1)N1CCN(c2cc(Oc3ccc(F)c(Cl)c3)ncn2)CC1 | 10 | -5 | -5
COc1ccc(S(=O)(=O)N(CC(=O)N2CCc3sccc3C2c2ccccc2C)CC2CCCO2)cc1 (centres undefined) | · | -2 | -3
CCc1nn2c(ncc3c(=O)n(-c4ccc5c(c4)OCCO5)ccc32)c1-c1ccccc1 | 1 | -2 | ·
COCCN1CCN(CC(=O)Nc2cc(C)nn2-c2nc(C)cc(C)n2)CC1 | 3 | 1 | -2

Continued.
SMILES | NPYLR7 ag | hcGAS lum | mcGAS lum
COc1ncccc1CN1CCc2[nH]cnc2C1Cc1ccccc1 (centres undefined) | 2 | 2 | ·
CCCc1cnc(N2CCC(C3CCN(Cc4cccnc4)CC3)C2)nc1 (centres undefined) | 7 | -7 | ·
COCCNC(=O)c1coc(CN(Cc2ccc3c(c2)OCO3)Cc2ccc(C)cc2C)n1 | 20 | -3 | -7
CC1=C(/C=C/C(C)=C/C=C/C(C)=C/C=C/C=C(C)/C=C/C=C(C)/C=C/C(=O)[C@]2(C)C[C@@H](O)CC2(C)C)C(C)(C)C[C@H](O)C1 | · | -5 | -3
Clc1ccc(Nc2nc3ccccc3n3nnnc23)cc1Cl | 17 | -6 | ·
Clc1ccc2c(SCCN3CCSCC3)ccnc2c1 | -1 | -2 | ·
C=C(OP(=O)(O)O)C(=O)O | 1 | -2 | ·
O=C(C1CCCCC1)N(Cc1ccccn1)c1nc2c(F)cccc2s1 | 2 | -5 | -6
COc1ccccc1-n1c(CNC(=O)Cc2ccccc2)nnc1SCC(=O)Nc1cc(C(F)(F)F)ccc1Cl | -6 | -5 | ·
O=C1NC(C(=O)NCc2cccnc2N2CCCCCCC2)CO1 (centres undefined) | 0 | -3 | ·

New compounds follow:
SMILES | NPYLR7 ag | hcGAS lum | mcGAS lum
O=C(c1cc(COc2ccccc2F)[nH]n1)N1CC(n2cccn2)C1 | 28 | -9 | -12
COCCOC(=O)C1=C(C)NC2=C(C(=O)CCC2)C1c1ccc(OC)c(O)c1 (centres undefined) | 1 | 6 | 0
CCCCN1C(=O)/C(=C/N(C(C)=O)c2ccccc2)SC1=S | 11 | -4 | -8
CCCN(CC(=O)N(CCc1c[nH]c2ccccc12)Cc1ccc(OC)cc1)C(=O)Nc1cc(C(F)(F)F)cc(C(F)(F)F)c1 | -7 | -3 | -3
CCOC(=O)c1[nH]c(C)c(C(=O)C(C)N(CCOC)C(=O)c2ccc(Br)cc2)c1C (centres undefined) | -6 | -6 | -5
CCC(C)c1c(O)nc(SCC(C)C)[nH]c1=O (centres undefined) | 15 | -12 | -3
O=C(c1ccccc1-c1ccccc1)N1CCC(Cn2cc(CO)nn2)CC1 | 0 | -5 | ·
CC(C)(C)OC(=O)N1CCC(NC(=O)c2cccc(-c3nc4ccccc4[nH]3)c2)C1 (centres undefined) | 1 | -3 | -3
CCSc1nnc(SCC(=O)c2cc(C)n(C)c2C)s1 | -1 | -8 | -7
CN(C)[C@@H]1C[C@@H](CO)N(S(=O)(=O)c2ccc3c(c2)NC(=O)CO3)C1 | 6 | -5 | ·

(listing goes on)
SMILES | NPYLR7 ag | hcGAS lum | mcGAS lum
C/C=C\COC1CCCN(C(=O)c2ccc(C(F)(F)F)cc2)C1 (centres undefined) | -2 | -2 | -3
COC(=O)C(C)(C)NC(=O)CC1C(=O)NCCN1C(C)C (centres undefined) | 7 | -2 | -17
COCCOCC(=O)N1CCc2c([nH]c3ccc(OC)cc23)C1c1ccccc1OC (centres undefined) | 20 | -5 | -6
CCOC(=O)c1cnn(-c2sc(C(=O)OCC)c(C)c2C(=O)OCC)c1N | 39 | -5 | ·
O=C1OC(c2cccc(OC(F)F)c2)=NC1=Cc1ccccc1I | 3 | -4 | ·
O=C(NCc1ccco1)c1coc(CN(Cc2ccc3c(c2)OCO3)Cc2ccc(F)cc2F)n1 | -2 | -3 | -5
CC(C)c1ccc(C2C(C(=O)Nc3ccccc3)C(C)Nc3ncnn32)cc1 (centres undefined) | 17 | -5 | -9
CC(C)CC1=NC2(CCN(C(=O)c3cccc(N(C)C)c3)CC2)C(=O)N1 | -1 | -1 | 4
O=C(CCN(CCc1ccccc1)c1nc(-c2ccc(F)cc2)nc2cc(Cl)ccc12)NCc1ccco1 | · | 1 | 3
CCc1ccc(C(=O)NCc2cccnc2OC)s1 | -1 | -2 | ·

Whole records as entered above. Screens in order: NPYLR7 ag | hcGAS lum | mcGAS lum
CC(C)c1ccc(C2C(C(=O)Nc3ccccc3)C(C)Nc3ncnn32)cc1 (centres undefined) is listed with 17 | -5 | -9
CCc1ccc(C(=O)NCc2cccnc2OC)s1 is listed with -1 | -2 | ·

Next compounds follow.
SMILES | NPYLR7 ag | hcGAS lum | mcGAS lum
Cc1cc(Nc2ccc(I)cc2)n2ncnc2n1 | 3 | -1 | -5
CCCCc1nnc(NC(=O)CCN2C(=O)C3CC=CCC3C2=O)s1 (centres undefined) | 2 | -7 | ·
COc1cccc(NC(=O)CSc2ccc3nnc(-c4cccnc4)n3n2)c1 | 0 | -8 | -7
CC(=O)N1CCN(Cc2cccc(OCC(O)CN3CCCCCC3)c2)CC1 (centres undefined) | 0 | -3 | ·
COc1cc(NC(=O)NCC(C)CC(C)O)cc(OC)c1 (centres undefined) | 2 | -8 | ·
COc1ccc2nc(SCc3nc4ccccc4s3)[nH]c2c1 | -3 | -1 | ·
O=C(CSc1nnc(-c2ccccc2Cl)n1-c1ccccc1)N1CCN(c2cccc(Cl)c2)CC1 | · | -8 | -5
N#CC=CN1CCN(Cc2ccc3c(c2)OCO3)CC1 | 3 | 2 | ·
CCOC(=O)C1CCCN(C(=O)c2cc(-c3ccc(C)c(C)c3)nn2-c2ccc(C)cc2C)C1 (centres undefined) | 13 | 0 | -4
CCc1nc2c(OCc3c(C)noc3C)cccn2c1N(C)C(=O)C(C)C | -7 | 1 | -2

Additional entries:
SMILES | NPYLR7 ag | hcGAS lum | mcGAS lum
COC(=O)COc1ccc2c(c1C)O/C(=C\c1ccco1)C2=O | 0 | 6 | 1
CCOP(=O)(OCC)C(Nc1ccccc1)c1ccc2c(c1)OCO2 (centres undefined) | 1 | -4 | -5
CCc1nc2n(n1)C(=O)C(C(c1ccc(F)cc1)N1CCC(C)CC1)S2 (centres undefined) | -2 | -7 | -9
CCCCN1CCCn2cccc2C1c1cccc(Oc2ccccc2)c1 (centres undefined) | 11 | -8 | -5
Cc1ccc(O)c(CN2CCCn3cccc3C2c2cc([N+](=O)[O-])ccc2Cl)c1 (centres undefined) | 23 | -3 | -4
Cc1cc(C)n(-c2nc3c(c(=O)n2CC(=O)NC2CCCCC2)CCCC3)n1 | · | 5 | 0

In the list so far, these have a Cl atom:
SMILES | NPYLR7 ag | hcGAS lum | mcGAS lum
Cc1cccc(N2C(=O)N(c3ccc(Cl)c(Cl)c3)C3CS(=O)(=O)CC32)c1 (centres undefined) | 1 | -5 | ·
CN(C)S(=O)(=O)c1cc(C(=O)Nc2nccs2)ccc1Cl | -2 | 6 | ·
Cc1ccc(NC(=O)CCC2CCCO2)cc1Cl (centres undefined) | 7 | -9 | ·
Fc1ccc(CN(CCc2ccccn2)C/C(Cl)=C/Cl)cc1 | 0 | -7 | ·
O=C(C1CC1)N1CCN(c2cc(Oc3ccc(F)c(Cl)c3)ncn2)CC1 | 10 | -5 | -5
Clc1ccc(Nc2nc3ccccc3n3nnnc23)cc1Cl | 17 | -6 | ·
Clc1ccc2c(SCCN3CCSCC3)ccnc2c1 | -1 | -2 | ·
COc1ccccc1-n1c(CNC(=O)Cc2ccccc2)nnc1SCC(=O)Nc1cc(C(F)(F)F)ccc1Cl | -6 | -5 | ·
O=C(CCN(CCc1ccccc1)c1nc(-c2ccc(F)cc2)nc2cc(Cl)ccc12)NCc1ccco1 | · | 1 | 3
O=C(CSc1nnc(-c2ccccc2Cl)n1-c1ccccc1)N1CCN(c2cccc(Cl)c2)CC1 | · | -8 | -5
Cc1ccc(O)c(CN2CCCn3cccc3C2c2cc([N+](=O)[O-])ccc2Cl)c1 (centres undefined) | 23 | -3 | -4
